TDP1 inh – inhibitors of human tyrosyl-DNA phosphodiesterase TDP1. Potency, µM (titrated, usually from 130 µM), inactives show at the highest dose activity change, negative = inhibition, actives largely listed as inhibitors. 350,000 compounds, 0.28% hits. recombinant TDP1, AlphaScreen DNA substrate cleavage. Q9NUW8; also: nearly all actives have a fitted effect of over 40% in size
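Enzyme-compound mixtures sat 15 min at room temperature, followed by a 5 min reaction with 15 nM final substrate and 10 min with AlphaScreen beads. Recombinant human Tdp1 was used at 1 nM final.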
DT40 TDP1 no CPT – qHTS for Inhibitors of human tyrosyl-DNA phosphodiesterase 1 (TDP1): qHTS in cells in absence of CPT. Potency, µM (series often up to 46.2 µM), for inactives: top-dose activity change, negative = growth inhibition, actives largely listed as inhibitors. DT40 Tdp1-/- hTDP1 cells, no CPT, ATP luminescence, 48 h. 420,000 compounds, 15% hits; also: nearly all actives have a fitted effect of over 55% in size
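Growth kinetics read by CellTiter-Glo luminescence after ≥48 hr at 37 °C. Cells: DT40 Tdp1-/- stably carrying human TDP1, 400 per well, compound exposure in the absence of CPT (DMSO vehicle).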
KAT2A inh – GCN5L2 (KAT2A) acetyltransferase inhibition; Q92830; GCN5L2 HAT assay, ThioGlo1 CoA-SH fluorescence; Potency, µM (series often up to 58.9 µM), for inactives: top-dose activity change, negative = inhibition, hits mostly inhibitors; 390,000 compounds, 0.21% hits; AID 504327
Target sequence (Q92830 whole entry, looked up): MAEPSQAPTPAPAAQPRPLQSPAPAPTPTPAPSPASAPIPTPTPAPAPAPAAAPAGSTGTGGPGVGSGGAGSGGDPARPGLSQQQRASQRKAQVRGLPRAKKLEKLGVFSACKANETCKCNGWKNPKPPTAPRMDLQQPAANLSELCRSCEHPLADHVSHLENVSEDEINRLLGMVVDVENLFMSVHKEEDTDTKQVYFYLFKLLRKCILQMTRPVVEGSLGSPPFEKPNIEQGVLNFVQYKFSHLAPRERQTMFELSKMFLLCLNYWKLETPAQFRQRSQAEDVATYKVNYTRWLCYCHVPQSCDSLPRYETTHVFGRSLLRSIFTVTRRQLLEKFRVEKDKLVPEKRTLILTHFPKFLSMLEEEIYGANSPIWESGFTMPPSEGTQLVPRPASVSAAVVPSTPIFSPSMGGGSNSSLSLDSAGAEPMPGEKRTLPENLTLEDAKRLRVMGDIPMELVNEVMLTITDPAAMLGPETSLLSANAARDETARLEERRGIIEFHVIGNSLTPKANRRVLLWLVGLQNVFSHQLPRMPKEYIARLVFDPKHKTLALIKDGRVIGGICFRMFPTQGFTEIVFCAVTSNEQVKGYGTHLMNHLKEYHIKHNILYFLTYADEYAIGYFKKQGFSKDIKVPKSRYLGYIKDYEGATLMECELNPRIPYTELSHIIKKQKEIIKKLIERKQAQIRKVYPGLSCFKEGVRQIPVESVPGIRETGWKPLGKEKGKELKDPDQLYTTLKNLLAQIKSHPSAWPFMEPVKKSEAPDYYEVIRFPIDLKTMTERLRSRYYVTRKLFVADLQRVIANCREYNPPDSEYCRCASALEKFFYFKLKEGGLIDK
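Titration-based screen in which CoA formation is detected via maleimide probe ThioGlo1 (50uM) turning fluorescent on thiol reaction; substrates H3(1-25) 75uM and acetyl-CoA 70uM, GCN5L2 20nM, 20 min incubation at room temperature.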
* hit, by the source's call; [ ] = dose if it differs, or a comment. Calls follow the shape of the dose curve; as a rule, active = well fitted curve in the direction sought with a large enough effect; inconclusive = small, poorly fitted or top-dose-only effect, or another doubt; inactive = no such curve, though single readings can be large; an effect the other way counts as inactive or inconclusive. % is scaled to controls: 0 for no effect and ±100 for the full control effect; potency is read from the fitted curve at half-maximal effect.

For O=C(CCC1=NS(=O)(=O)c2ccccc2N1)NC1CCCCCCC1 the results were TDP1 inh 4%, DT40 TDP1 no CPT 9% and KAT2A inh -8%.
O=C(COCc1cc(-c2ccc(F)cc2)on1)Nc1cc(Cl)ccc1O was read as TDP1 inh 3%, DT40 TDP1 no CPT inconclusive and KAT2A inh -2%.
CCCNC(=O)NC(=O)CSc1nnc(-c2ccncc2)n1CC was read as TDP1 inh -3%, DT40 TDP1 no CPT -1% and KAT2A inh -4%.
`COc1ccc(CNC(=O)c2nc(SCc3ccccc3F)ncc2Cl)cc1` gave TDP1 inh -5%, DT40 TDP1 no CPT inconclusive and KAT2A inh -5%.
`Cc1ccc(NC(=O)C(=O)NCC2CCN(C(=O)c3cccc([N+](=O)[O-])c3)CC2)cc1` gave TDP1 inh 0%, DT40 TDP1 no CPT inconclusive and KAT2A inh -4%.
`COc1ccc(CCNC(=O)C2CCN(S(=O)(=O)c3c(C)noc3C)CC2)cc1OC` gave TDP1 inh 1% and DT40 TDP1 no CPT -15%.
For CCc1nc(-c2ccccc2)c2ccccn12 the results were TDP1 inh 0%, DT40 TDP1 no CPT -4% and KAT2A inh -5%.
Screening CC(C)C(=O)NNC(=O)C1CC1(c1ccccc1)c1ccccc1 (stereo unspecified) returned DT40 TDP1 no CPT -29% and KAT2A inh inconclusive.
C/C(=N\Nc1nc(C(C)(C)C)cs1)c1ccccc1 was read as TDP1 inh 10%, DT40 TDP1 no CPT 23µM* and KAT2A inh -12%.
Screening C=CCN1C(=O)S/C(=C\c2ccc3c(c2)n(C)c(=O)n3C)C1=O returned TDP1 inh -3%, DT40 TDP1 no CPT -24% and KAT2A inh -3%.
O=C1C=C(NCc2ccc(Cl)cc2)CCC1 was read as TDP1 inh -5%, DT40 TDP1 no CPT -18% and KAT2A inh -17%.
Screening CN(C)S(=O)(=O)N1CCC(Oc2cccc(C(=O)NCCC3=CCCCC3)c2)CC1 returned TDP1 inh 1%, DT40 TDP1 no CPT inconclusive and KAT2A inh -1%.
For CC[C@]12c3[nH]c4ccccc4c3CCN1C(=O)C(CC(=O)NCC13CC4CC(CC(C4)C1)C3)C[C@@H]2C(=O)N1CCN(C(=O)c2ccco2)CC1 (stereo partly specified) the results were TDP1 inh 5%, DT40 TDP1 no CPT inconclusive and KAT2A inh -8%.
Cc1ccc(C(=O)Oc2ccc(-c3nnco3)cc2)o1 was read as TDP1 inh 0%, DT40 TDP1 no CPT -18% and KAT2A inh -11%.
`CC(C(=O)Nc1nnc(C2CC2)s1)N1C(=O)C2CC=CCC2C1=O` (stereo unspecified) gave TDP1 inh 2%, DT40 TDP1 no CPT 16% and KAT2A inh 0%.
For O=c1cc(-c2ccccc2)n(S(=O)(=O)c2ccccc2)o1 the results were TDP1 inh 1%, DT40 TDP1 no CPT -11% and KAT2A inh -19%.
`CC1=C(C(=O)OC2CCCCC2)C(c2cccs2)n2c(nc3ccccc32)N1` (stereo unspecified) gave TDP1 inh 8%, DT40 TDP1 no CPT inconclusive and KAT2A inh -2%.
CC(C)Cc1cc(C(=O)N2CCCC(CO)(Cc3ccc(F)cc3)C2)no1 (stereo unspecified) was read as TDP1 inh -3%, DT40 TDP1 no CPT inconclusive and KAT2A inh -10%.
Screening CSc1ccc(/C=N\NC(=O)COc2ccc(Cl)cc2Br)cc1 returned TDP1 inh 3%, DT40 TDP1 no CPT inconclusive and KAT2A inh -1%.
For Cc1ccc(CS(=O)(=O)CCC(=O)NCCC(C)C)cc1 the results were TDP1 inh 3%, DT40 TDP1 no CPT -13% and KAT2A inh 0%.
Screening CCc1ccc(NC(=O)CSc2nccn(-c3ccc4c(c3)OCCO4)c2=O)cc1 returned DT40 TDP1 no CPT inconclusive and KAT2A inh -3%.
For Cc1ccc(-n2c(=O)[nH]c3cc(C(=O)NCCc4ccccc4)ccc3c2=O)cc1 the results were TDP1 inh 3%, DT40 TDP1 no CPT -25% and KAT2A inh 0%.
`Cc1cccc(OCCn2c(=S)[nH]c3ccccc32)c1` gave TDP1 inh -3%, DT40 TDP1 no CPT inconclusive and KAT2A inh -22%.
`CC(C(=O)OCC(=O)c1ccccc1)N1C(=O)C2C3CCC(C3)C2C1=O` (stereo unspecified) gave TDP1 inh 8%, DT40 TDP1 no CPT -23% and KAT2A inh -6%.

Grouped by structure: those above containing a halogen (five)
O=C(COCc1cc(-c2ccc(F)cc2)on1)Nc1cc(Cl)ccc1O was read as TDP1 inh 3%, DT40 TDP1 no CPT inconclusive and KAT2A inh -2%.
`COc1ccc(CNC(=O)c2nc(SCc3ccccc3F)ncc2Cl)cc1` gave TDP1 inh -5%, DT40 TDP1 no CPT inconclusive and KAT2A inh -5%.
O=C1C=C(NCc2ccc(Cl)cc2)CCC1 was read as TDP1 inh -5%, DT40 TDP1 no CPT -18% and KAT2A inh -17%.
CC(C)Cc1cc(C(=O)N2CCCC(CO)(Cc3ccc(F)cc3)C2)no1 (stereo unspecified) was read as TDP1 inh -3%, DT40 TDP1 no CPT inconclusive and KAT2A inh -10%.
Screening CSc1ccc(/C=N\NC(=O)COc2ccc(Cl)cc2Br)cc1 returned TDP1 inh 3%, DT40 TDP1 no CPT inconclusive and KAT2A inh -1%.

Additional structures:
`Cc1ccc(O)c(C(=O)c2cc(C#N)c3nc4ccccc4n3c2)c1` gave TDP1 inh 1%, DT40 TDP1 no CPT 9.2µM* and KAT2A inh -3%.
Screening Cc1ccc2oc(C(=O)NC3CCS(=O)(=O)C3)c(C)c2c1 (stereo unspecified) returned TDP1 inh 5%, DT40 TDP1 no CPT 10% and KAT2A inh 8%.
`CC(=O)c1ccc(NC(=O)C2CCCO2)cc1` (stereo unspecified) gave DT40 TDP1 no CPT 16% and KAT2A inh 0%.
For COc1ccc(NC(=O)CC2C(=O)N(c3ccccc3)C(=O)N2C2CCCCC2)cc1 (stereo unspecified) the results were TDP1 inh -1%, DT40 TDP1 no CPT -13% and KAT2A inh 0%.
Cc1ccc(NC(=O)c2c(Nc3ccccc3C)sc(C(=O)c3ccccc3)c2N)cc1 was read as TDP1 inh 9%, DT40 TDP1 no CPT 5.8µM* and KAT2A inh -7%.
`Cc1ccc2nc3c(cc(C(=O)NCCc4ccccc4)c(=N)n3CCN3CCOCC3)c(=O)n2c1` gave TDP1 inh 3%[0.0935 µM], DT40 TDP1 no CPT 26µM* and KAT2A inh 3%.
`CCOc1ccccc1NC(=O)c1cccc(NC(=O)c2ccco2)c1` gave TDP1 inh 8%, DT40 TDP1 no CPT 1.6µM* and KAT2A inh -5%.
`CCCCN(C(=O)COC(=O)CSc1cc(C)c2ccccc2n1)c1c(N)n(CCC)c(=O)[nH]c1=O` gave TDP1 inh 3%, DT40 TDP1 no CPT 24% and KAT2A inh -4%.
For CC(CCc1ccc(O)cc1)NCc1ccc(Br)cc1 (stereo unspecified) the results were DT40 TDP1 no CPT 16µM* and KAT2A inh -4%.
`O=C(NCC1CCCO1)C(=O)N/N=C\c1ccc2c(c1)OCO2` (stereo unspecified) gave TDP1 inh 6%, DT40 TDP1 no CPT 12% and KAT2A inh -5%.
Screening N=c1sccn1CC(=O)Nc1cccc(Oc2ccccc2)c1 returned TDP1 inh 6%, DT40 TDP1 no CPT 22µM* and KAT2A inh -17%.
Screening CCn1ccnc1CN1CCc2c([nH]c3ccccc23)C1C1CCCCC1 (stereo unspecified) returned TDP1 inh 12%, DT40 TDP1 no CPT 26µM* and KAT2A inh -7%.
Screening CCc1cccc(C)c1NC(=O)COC(=O)C(NS(=O)(=O)c1ccc(Cl)cc1)C(C)O (stereo unspecified) returned TDP1 inh -5%, DT40 TDP1 no CPT -4% and KAT2A inh 1%.
`CC[C@H](C)[C@H](NC(=O)c1ccc(Cl)cc1)C(=O)OCC(=O)c1ccc2c(c1)NC(=O)CO2` gave TDP1 inh 8%, DT40 TDP1 no CPT inconclusive and KAT2A inh -7%[0.501 µM].
`CCC(C(=O)NCc1ccccc1OC)n1nc(C)n2c(cc3sccc32)c1=O` (stereo unspecified) gave TDP1 inh 0%, DT40 TDP1 no CPT inconclusive and KAT2A inh -4%.
O=C1CC(N2CCSCC2)C(=O)N1c1ccc(Br)cc1 (stereo unspecified) was read as DT40 TDP1 no CPT -8% and KAT2A inh 0%.
For O=C1CSC(=NC2CCCCC2)N1 the results were TDP1 inh 5%, DT40 TDP1 no CPT 18µM* and KAT2A inh -6%.
For O=C(COC(=O)Cn1nc(-c2ccccc2)oc1=O)Nc1ccc(F)cc1 the results were TDP1 inh 0%, DT40 TDP1 no CPT -3% and KAT2A inh -2%.
`Cc1ccc(Nc2nc(CSc3nnc(-c4ccccc4C)n3C)cs2)cc1` gave TDP1 inh -3%, DT40 TDP1 no CPT inconclusive and KAT2A inh -2%.
Cc1ccnn1Cc1cc(C(=O)O)c2ccccc2n1 was read as TDP1 inh -3%, DT40 TDP1 no CPT -21% and KAT2A inh -6%.
CCn1c(COc2ccc(=O)n(-c3ccccc3)n2)nnc1SCc1cccc(OC)c1 was read as TDP1 inh 4%, DT40 TDP1 no CPT -16% and KAT2A inh 5%.
Screening CCOC(=O)c1cc(-c2ccncc2)nc2c1c(C)nn2-c1ccccn1 returned TDP1 inh 0%, DT40 TDP1 no CPT 16µM* and KAT2A inh -1%.
For COc1ccc(C=Nc2ccc3[nH]ncc3c2)c(O)c1 the results were TDP1 inh 5%, DT40 TDP1 no CPT -9% and KAT2A inh -5%.
`CCOc1ccc(C(=O)NCC(=O)OCC(=O)N2C(C)CCCC2C)cc1` (stereo unspecified) gave TDP1 inh 1%, DT40 TDP1 no CPT -3% and KAT2A inh 0%[0.501 µM].
COc1cccc(C(=O)NCC2(c3ccccc3)CCCC2)c1OC was read as DT40 TDP1 no CPT 9.2µM* and KAT2A inh -2%.
COCCn1c(=O)[nH]c(=O)c2c1nc(-c1cc(Br)c3c(c1)OCO3)n2Cc1ccccc1 was read as TDP1 inh 9%, DT40 TDP1 no CPT -3% and KAT2A inh -13%.
O=C(COc1ccc(Cl)cc1Br)N1CCN(c2ccccc2)CC1 was read as TDP1 inh 6%, DT40 TDP1 no CPT -24% and KAT2A inh -6%.
`COC(=O)c1cc(COC(=O)c2nc3nc(C)cc(C)n3n2)oc1C` gave TDP1 inh 0%, DT40 TDP1 no CPT -15% and KAT2A inh -19%.
For N=C1c2ccccc2CN1NC(=O)COc1ccc(Cl)cc1 the results were TDP1 inh 2%, DT40 TDP1 no CPT 9% and KAT2A inh -17%.
Cc1cccc(C(=O)Nc2cccc(OCC(=O)O)c2)c1 was read as TDP1 inh 4%, DT40 TDP1 no CPT -19% and KAT2A inh 11%.
For N#CCC(=O)Nc1ccc(C(=O)OCC(=O)NC2CCCc3ccccc32)cc1 (stereo unspecified) the results were TDP1 inh -7%, DT40 TDP1 no CPT -3% and KAT2A inh -10%.
O=C(CCCSc1nnnn1-c1cccc2ccccc12)c1ccc(F)cc1 was read as TDP1 inh 4%, DT40 TDP1 no CPT 21µM* and KAT2A inh -14%.
Screening C=CCNC1=C2C[C@@H](C)C[C@H](OC)[C@H](O)[C@@H](C)/C=C(\C)[C@H](OC(N)=O)[C@@H](OC)/C=C/C=C(\C)C(=O)NC(=CC1=O)C2=O returned TDP1 inh 7%[21 µM] and KAT2A inh 4%[12.7 µM].
`CCOc1ccc(OCC)c(NC(=O)C2CCCN(S(=O)(=O)c3cccs3)C2)c1` (stereo unspecified) gave TDP1 inh 1%, DT40 TDP1 no CPT 16µM* and KAT2A inh -13%.
For CCCCn1c(N)c(N(CC)C(=O)/C=C/c2ccco2)c(=O)[nH]c1=O the results were TDP1 inh 0%, DT40 TDP1 no CPT 22% and KAT2A inh -5%.
For CCOC(=O)c1cc(C)sc1NC(=O)C1CCC1 the results were TDP1 inh 5%, DT40 TDP1 no CPT inconclusive and KAT2A inh 8%.
Screening Cc1c(C)n(-c2ccccc2)c2ncnc(NCCCN(C)C)c12 returned DT40 TDP1 no CPT 15% and KAT2A inh -7%.
Screening CC(=O)C1=C(O)CCCC1=NCc1nc2ccccc2[nH]1 returned TDP1 inh 6%, DT40 TDP1 no CPT inconclusive and KAT2A inh -10%.
Cc1csc(N/N=C/c2ccc(O)c([N+](=O)[O-])c2)n1 was read as TDP1 inh inconclusive, DT40 TDP1 no CPT 26µM* and KAT2A inh -10%[0.501 µM].
`CCCCCn1c(=O)[nH]c2cc(C(=O)Nc3ccc(OC)cc3)ccc2c1=O` gave TDP1 inh 7%, DT40 TDP1 no CPT 0% and KAT2A inh -5%.
O=C(O)COCC(=O)Nc1ccc2c(c1)CCC2 was read as TDP1 inh 0%, DT40 TDP1 no CPT -2% and KAT2A inh -18%.

Compound activity from PubChem BioAssay.

Not all compounds are listed (hit frequency here may not be typical).
